hDAT+cocaine: changed hDAT dopamine uptake under cocaine IC80, either direction, primary screen, cocaine antagonist project, cell-based, LLC-PK1 hDAT, [14C]-dopamine uptake, MLSMR | AID 449768, 2010 | B-score at 10 µM | 110,000 compounds, 1.3% hits | LLC-PK1 hDAT cells, [14C]-dopamine uptake with cocaine IC80; actives deviate in either direction | Sodium-dependent dopamine transporter (Homo sapiens), Q01959;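 active = Z score or B-score, a plate-position-corrected score, falls beyond the plate's 99.7% confidence bounds, in either direction; inactive = both scores lie inside the 99.7% bounds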;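 also: scored against the spread of the other compound wells on the same plate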
Target sequence (Q01959 whole entry, looked up): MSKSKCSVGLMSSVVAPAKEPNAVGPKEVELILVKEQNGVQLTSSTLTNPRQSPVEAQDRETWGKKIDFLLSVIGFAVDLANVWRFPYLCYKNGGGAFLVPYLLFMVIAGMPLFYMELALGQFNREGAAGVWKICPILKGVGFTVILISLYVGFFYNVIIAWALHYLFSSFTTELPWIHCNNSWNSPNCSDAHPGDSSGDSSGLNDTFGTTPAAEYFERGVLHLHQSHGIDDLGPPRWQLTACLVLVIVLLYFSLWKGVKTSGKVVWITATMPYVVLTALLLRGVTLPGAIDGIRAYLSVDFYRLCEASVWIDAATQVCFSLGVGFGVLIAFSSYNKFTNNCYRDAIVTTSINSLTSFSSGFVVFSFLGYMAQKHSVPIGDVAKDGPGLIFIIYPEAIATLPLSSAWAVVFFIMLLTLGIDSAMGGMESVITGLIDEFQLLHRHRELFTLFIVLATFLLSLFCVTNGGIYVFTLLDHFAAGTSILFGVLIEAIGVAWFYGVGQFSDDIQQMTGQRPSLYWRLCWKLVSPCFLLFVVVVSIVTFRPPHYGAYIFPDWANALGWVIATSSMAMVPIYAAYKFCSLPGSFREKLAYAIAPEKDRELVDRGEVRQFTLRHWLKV
* = called active by the depositor.

SMILES	hDAT+cocaine
O=C(O)c1ccc(-c2noc(-c3ccccc3Cl)n2)cc1	1.5
CC(C)C(=O)N1CCC2(CC1)Oc1ccc(Cl)cc1C(=O)C21CC(c2ccc(Cl)cc2)=NO1 (stereo unspecified)	-0.42
C[N+]12CCC(CC1)C(OC(=O)C(O)(c1ccccc1)c1ccccc1)C2 (stereo unspecified)	-0.44
CNC(=O)c1[nH]cnc1C(=O)N[C@@H](CCCCNC(=O)OC(C)(C)C)C(=O)OC(C)(C)C	0.34
Fc1ccc(C2=NOC(c3nnc(-c4ccccc4)o3)C2)cc1 (stereo unspecified)	-0.00069
COc1ccc(C(CC(=O)N2CCCC(C)C2)c2c(OC)cc(OC)c3c(-c4ccccc4)cc(=O)oc23)cc1 (stereo unspecified)	1.2
Cc1c(C(=O)NCCn2ccc3ccccc32)cccc1[N+](=O)[O-]	-0.74
Cc1ccc(-n2nnc(-c3cccnc3)n2)cc1	0.045
COc1cc(OC)c2c(-c3ccccc3)cc(=O)oc2c1C(CCN1CCCC1)c1ccc2c(c1)OCO2 (stereo unspecified)	0.88
Cc1ccc(NC(=O)c2nc[nH]c2C(=O)N[C@@H](C)c2ccccc2)cc1	0.85
COc1cc(OC)c2c(c1C(CCN1CCOCC1)c1ccc(N(C)C)cc1)OC(=O)CC2c1ccc(N(C)C)cc1 (stereo unspecified)	-0.032
CCOc1ccccc1C(=O)NCC(=O)O	0.32
NC(Cc1ccc(O)cc1)c1cn([C@@H](CCC(=O)O)C(=O)N2CCNCC2)nn1 (stereo partly specified)	-0.3
Cn1ccc2cc(NC(=O)Nc3cccnc3)ccc21	-1.3
FC(F)(F)c1ccc(C2[C@H]3CN(Cc4ccc(-c5ccccc5)cc4)[C@H](c4ccccc4)C34CC2(c2ccccc2)C4)cc1 (stereo partly specified)	0.56
O=C(C1=C[C@H](c2ccc(Br)cc2)C[C@H](OCCCCO)O1)N1CCN(Cc2ccc3c(c2)OCO3)CC1	0.21
O=[N+]([O-])c1cc(-c2csc(NCCc3nc4cc(Cl)c(Cl)cc4n3CCCO)n2)ccc1Cl	0.98
C/C=C\C=C/C(=O)Nc1cccc(C2=NOC3(C2)C[C@H](C(N)=O)N(C(=O)CC)C3)c1 (stereo partly specified)	-1.3
CCOC(=O)C[C@H]1c2ccccc2S(=O)(=O)N1C1CC1	-0.14
COC(=O)[C@@]1(Cc2ccc(OC)cc2)[C@H]2c3cc(C(=O)N4CCCC4)n(CCN4CCNC4=O)c3C[C@H]2CN1C(=O)c1ccccc1	0.28
Cc1ccc2c(c1)C(=O)CC1(CCC(C(C)(C)C)CC1)O2 (stereo unspecified)	-0.86
COC(C/C=C/[C@H](O)[C@@H](C)OCc1ccccc1)OC	0.17
O=c1c2ccccc2[nH]c2ccccc12	-0.86
CC1(C)CCc2c([nH]c3ccccc3c2=O)O1	0.23
Cc1nc(-c2ccc(Cl)cc2)sc1C1(C)CC(c2ccccc2)=NO1 (stereo unspecified)	1.8
(more compounds)
SMILES	hDAT+cocaine
COc1ccc(C(=O)N2CC3(CC(c4cccc(NC(=O)CC(c5ccccc5)c5ccccc5)c4)=NO3)C[C@H]2C(N)=O)cc1 (stereo partly specified)	-0.094
CCOC(=O)c1[nH]c2c(c1-c1ccccc1)C(=O)CC(c1ccc(OC)c(OC)c1)C2 (stereo unspecified)	0.91
C[C@]12CC[C@@H]3c4ccc(O)cc4CC[C@H]3[C@@H]1CC[C@@H]2OC(=O)CCC1CCCC1	0.49
COc1ccc(C2=CC3=C(Br)C(=O)C(C)(OC(=O)c4cccs4)C(=O)C3=CO2)cc1 (stereo unspecified)	0.055
C=CCOC(=O)C1=C[C@@H](c2coc3ccccc3c2=O)C[C@@H](OCCCCO)O1	2.8*
O=C(Nc1ccc(Cl)c(C(F)(F)F)c1)[C@@H]1CC=C[C@@H]2CCN(Cc3ccccc3)C(=O)[C@@H]21	0.31
COC(=O)CCCC1=CC2=C(c3ccccc3)C(=O)C(C)(OC(=O)C3CCCC3)C(=O)C2=CN1CCCCO (stereo unspecified)	1.2
O=C1c2ccccc2-n2c1nc1ccccc1c2=O	0.35
CCCCOc1cc(CC2CNC(=O)N2)ccc1OC (stereo unspecified)	-0.48
CCOC(=O)N1c2ccccc2C=CC1OCC (stereo unspecified)	-0.069
Cc1nc(-c2ccc(Cl)cc2)sc1C1(C)CC(c2ccc(Cl)cc2)=NO1 (stereo unspecified)	-0.053
Cc1ccc(S(=O)(=O)N2CCC(=O)N(CCOCc3ccccc3)CC2)cc1	-0.22
CCCC[C@H](CN(N=O)[C@@H](Cc1ccccc1)CN(C)N=O)N(CCc1ccccc1)N=O	0.9
O=c1c(-c2ccccc2)coc2cc(O)ccc12	0.9
C#CCOCCOCCOCCNc1nc(N2CCN(C(=O)Cn3cc(CCO)nn3)CC2)nc(N2CCN(C(=O)[C@H]([C@@H](C)O)n3cc(CCCCN)nn3)CC2)n1	-0.17
CC1(C)S[C@@H]2[C@H](N=CN3CCCCCC3)C(=O)N2[C@H]1C(=O)O	-0.24
COc1ccc(-c2noc3c2-c2nc(-c4ccc(Br)cc4)sc2CC3)cc1	0.31
CC1(C)CC(=O)C=C(c2cccc3c2oc2ccccc23)C1	-0.39
O=C(Nc1ccccc1)C1=C[C@H](c2ccccc2)C[C@H](OCCCCO)O1	-0.26
O=c1cc(-c2cccc(Br)c2)oc2cccc(O)c12	-1.2
Nc1nc2c(ncn2COC(CO)CO)c(=O)[nH]1	-0.5
COc1cc(O)c(C(CCN2CCN(c3ccccc3)CC2)c2cc(OC)c(OC)c(OC)c2)c(OC)c1 (stereo unspecified)	-0.26
COc1ccc(CCNC(=O)C2CC(c3ccccc3C(F)(F)F)=NO2)cc1 (stereo unspecified)	1
COc1cc2[nH]c3ccccc3c2cc1C	-1.4
CCOc1cc(C(=O)N2CCC(CC3CC(c4ccccc4)=NO3)(C(=O)NCc3ccc(OC)cc3)CC2)cc(OCC)c1OCC (stereo unspecified)	1.3
(cont.)
SMILES	hDAT+cocaine
Cc1ccc(S(=O)(=O)NCc2ccc3[nH]c(C)cc3c2)cc1	0.52
Cc1cn(-c2cc(C(=O)Nc3ccc(C)c(NC(=O)C(=O)c4c[nH]c5ccccc45)c3)cc(C(F)(F)F)c2)cn1	-0.29
COC(=O)CCCC1=CC2=CC(=O)C(C)(OC(=O)c3cccs3)C(=O)C2=CO1 (stereo unspecified)	0.042
CCCCCC(=O)N1CC2(CC(c3cccc(NC(=O)CC)c3)=NO2)C[C@H]1C(N)=O (stereo partly specified)	-0.14
CC(=O)NCCc1ccc(O)cc1	0.32
COc1cc2c(c(OC)c1CC=C(C)C)C[C@H](c1ccc(O)cc1O)CO2	3.3
CC1(C)C(CO)=CC(=O)C2=C1SCC(=O)N2	-0.11
O=C(Nc1ccc(O)c2c(=O)cc(-c3ccccc3Cl)oc12)c1ccc(F)cc1	-0.6
Nc1ncnc2c1nc(Br)n2[C@@H]1O[C@@H]2COP(=O)(O)O[C@H]2[C@H]1O	0.22
Cc1ccccc1CN1[C@@H](C(C)C)COCCS1(=O)=O	-0.13
CC(C)C[C@H](NC(=O)c1[nH]cnc1C(=O)Nc1ccc(Cl)cc1)C(=O)OC(C)(C)C	-0.58
Cc1cc(Nc2cc(Cl)nc(Sc3ccc(NC(=O)C4CC4)cc3)n2)n[nH]1	-2.6*
C#CCOCCOCCOCCNc1nc(N2CCN(C(=O)[C@H](CCC(=O)O)n3cc(C(N)Cc4ccc(O)cc4)nn3)CC2)nc(N2CCN(C(=O)[C@H](Cc3ccc(O)cc3)n3cc(C(N)[C@H](C)CC)nn3)CC2)n1 (stereo partly specified)	-0.4
O=C(C1=C[C@H](C2CC2)C[C@H](OCCCCO)O1)N1CCN(Cc2ccc3c(c2)OCO3)CC1	0.96
c1ccc(-n2nnc(-c3nccs3)n2)cc1	-0.41
Clc1ccc(-n2nnc(-c3ncc[nH]3)n2)cc1Cl	0.09
O=C(CCn1c(=O)oc2ccccc21)Nc1ccc2c(c1)OCCO2	0.13
CC1(O)C(=O)C=C2C=C(c3ccsc3)OC=C2C1=O (stereo unspecified)	-0.74
C=CCOC(=O)C1=C[C@@H](c2ccc(Br)cc2)C[C@@H](OCc2ccc(CO)cc2)O1	-0.82
CCO[C@H]1OC(C(=O)NCc2ccccc2)=C[C@@H](c2ccc(C(F)(F)F)cc2)[C@@H]1CCCO	0.041
O=c1[nH]c2ccccc2c(O)c1O	-0.28
O=C(O)c1cc(O)c2c(c1)C(=O)c1cc(O)cc(O)c1C2=O	-0.15
Cn1ccnc1-c1nnn(-c2ccc(F)cc2)n1	-0.73
C/C=C(/C)C(=O)Nc1cccc(C2=NOC3(C2)C[C@@H](C(N)=O)N(C(=O)C2(C)CC2)C3)c1 (stereo partly specified)	-0.44
COC(=O)c1cc(O)cc(OC)c1C(=O)c1c(O)cc(C)cc1O	-1.5
Next section:
SMILES	hDAT+cocaine
C[C@@H]1CN=C2N(CCNC(=O)CCC3CCCCC3)[C@H](Cc3ccc(O)cc3)CN21	0.036
CC(C)(C)CN1C(=O)C(=O)NC[C@H]1Cc1cccc2ccccc12	1.9
Cc1ccc(Cl)c(Nc2ccccc2C(=O)O)c1Cl	0.29
C[C@@]12CCC=C[C@H]1[C@H](c1ccc3ccccc3c1)N(Cc1ccccc1)C2=O	-0.15
O=C1c2cc(CO)cc(O)c2C(=O)c2c(O[C@@H]3OC(CO)[C@@H](O)[C@@H](O)[C@@H]3O)cccc21 (stereo partly specified)	-0.84
CC(C)C[C@@H]1NC(=O)[C@H](CO)NC(=O)c2cc([N+](=O)[O-])cc(I)c2OCC[C@@H](C(N)=O)NC1=O	-0.12
CC(NC(=S)NCCc1ccccc1)C(c1cccs1)N1CCN(Cc2ccccc2)CC1 (stereo unspecified)	-0.97
COc1ccc(CCNc2ccc(C(CC(N)=O)NC(=O)Cc3cccc4ccccc34)cc2[N+](=O)[O-])cc1 (stereo unspecified)	-0.15
CCO[C@H]1OC(C(=O)N2CCN(Cc3ccc4c(c3)OCO4)CC2)=C[C@@H](c2ccc(Br)cc2)[C@@H]1CCCO	-0.013
CCCCNC(=O)c1onc(CSc2cc(C)cc(C)c2)c1C(=O)NCCCC	0.25
O=C(O)c1cc(-c2ccccc2)nn1CC1CC(c2cccc([N+](=O)[O-])c2)=NO1 (stereo unspecified)	0.0029
O=C(NCCN1CCOCC1)C1(C(F)(F)F)C/C(=C\Cc2ccccc2)CCCO1 (stereo unspecified)	-0.27
COc1cccc(C2=CC(=O)CCC2)c1	0.04

Gathered by group: those above with a Cl atom.
SMILES	hDAT+cocaine
O=C(O)c1ccc(-c2noc(-c3ccccc3Cl)n2)cc1	1.5
CC(C)C(=O)N1CCC2(CC1)Oc1ccc(Cl)cc1C(=O)C21CC(c2ccc(Cl)cc2)=NO1 (stereo unspecified)	-0.42
O=[N+]([O-])c1cc(-c2csc(NCCc3nc4cc(Cl)c(Cl)cc4n3CCCO)n2)ccc1Cl	0.98
Cc1nc(-c2ccc(Cl)cc2)sc1C1(C)CC(c2ccccc2)=NO1 (stereo unspecified)	1.8
O=C(Nc1ccc(Cl)c(C(F)(F)F)c1)[C@@H]1CC=C[C@@H]2CCN(Cc3ccccc3)C(=O)[C@@H]21	0.31
Cc1nc(-c2ccc(Cl)cc2)sc1C1(C)CC(c2ccc(Cl)cc2)=NO1 (stereo unspecified)	-0.053
O=C(Nc1ccc(O)c2c(=O)cc(-c3ccccc3Cl)oc12)c1ccc(F)cc1	-0.6
CC(C)C[C@H](NC(=O)c1[nH]cnc1C(=O)Nc1ccc(Cl)cc1)C(=O)OC(C)(C)C	-0.58
Cc1cc(Nc2cc(Cl)nc(Sc3ccc(NC(=O)C4CC4)cc3)n2)n[nH]1	-2.6*
Clc1ccc(-n2nnc(-c3ncc[nH]3)n2)cc1Cl	0.09
Cc1ccc(Cl)c(Nc2ccccc2C(=O)O)c1Cl	0.29

Bioassay records from PubChem.

The list is partial; the hit share may differ from the screen's.
